# GPR151 ag = activators of human GPR151, primary screen, cell-based, PathHunter beta-arrestin, luminescence; G-protein coupled receptor 151 (Homo sapiens), Q8TDV0; PathHunter beta-arrestin GPR151 cells; activation, % at 11.2 µM; 650,000 tested, 1% active; AID 1508602, 2020; in the data active means activation above about 4.9%;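 further: 0% = median of compound wells and 100% = cells with positive control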
# FBW7 activator = FBW7 E3 ligase activators, primary screen, biochemical, AlphaScreen, human; F-box/WD repeat-containing protein 7 (Homo sapiens), Q969H0; AlphaScreen FBW7–phospho-cyclin E peptide binding, activator screen; normalized activity (activation), % at 26.1 µM; 650,000 tested, 0.13% active; in the data active means normalized activity above about 1.9%;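 further: purified mutant Fbw7 with reduced substrate affinity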
# Target sequence (Q969H0 whole entry, looked up): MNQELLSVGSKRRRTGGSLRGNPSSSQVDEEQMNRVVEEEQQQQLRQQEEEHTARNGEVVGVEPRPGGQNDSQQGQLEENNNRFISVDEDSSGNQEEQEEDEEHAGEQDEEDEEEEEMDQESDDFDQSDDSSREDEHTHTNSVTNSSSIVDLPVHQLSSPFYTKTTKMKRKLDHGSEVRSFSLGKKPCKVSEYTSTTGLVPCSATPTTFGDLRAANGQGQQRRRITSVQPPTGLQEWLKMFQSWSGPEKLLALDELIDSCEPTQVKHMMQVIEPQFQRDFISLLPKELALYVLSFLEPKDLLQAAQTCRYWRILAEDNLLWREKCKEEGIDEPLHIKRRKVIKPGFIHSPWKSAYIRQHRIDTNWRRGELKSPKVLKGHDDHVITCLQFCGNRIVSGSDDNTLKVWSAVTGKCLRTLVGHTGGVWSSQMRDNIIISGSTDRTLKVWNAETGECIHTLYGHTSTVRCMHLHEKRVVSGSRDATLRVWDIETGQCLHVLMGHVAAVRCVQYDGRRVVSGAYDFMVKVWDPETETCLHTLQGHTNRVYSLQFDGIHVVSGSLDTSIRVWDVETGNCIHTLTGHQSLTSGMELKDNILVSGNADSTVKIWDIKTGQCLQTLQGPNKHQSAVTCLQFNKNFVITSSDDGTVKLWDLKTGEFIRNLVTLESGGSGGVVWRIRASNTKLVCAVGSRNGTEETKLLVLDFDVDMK
# MITF inh = MITF inhibitors, primary screen, biochemical, AlphaScreen, human; Microphthalmia-associated transcription factor (Homo sapiens), O75030; AlphaScreen MITF homodimerization, bead proximity signal; inhibition, % at 2.6 µM; 650,000 tested, 0.91% active; AID 1259374, 2018; in the data active means inhibition above about 50%;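 further: 0% = vehicle wells with protein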
# TEAD-YAP block = TEAD-YAP interaction inhibition, primary screen, TEAD-YAP interaction inhibitor project, luminescence, HEK-TIYL cells; TEAD-Gal4/YAP UAS-luciferase luminescence; inhibition, % at 9.12 µM; 640,000 tested, 1.4% active; in the data active means inhibition above about 32%;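 further: 0% = median of test compound wells and 100% = reference inhibitor wells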
# The depositor's hits bear a star; x = not tested or not shown.
[1] CC(C)n1cnc2c(Nc3ccc4c(c3)OCO4)nc(Nc3nc4ccccc4n3C)nc21
[2] CC(=O)c1cccc(N(C(=O)c2csnn2)C(C(=O)NC2CCCC2)c2ccccc2)c1 (configuration not stated)
[3] O=C(Nc1cc(Cl)ccc1Oc1ccc2ccccc2c1Br)c1cc(Cl)cc(Br)c1O
[4] CCOC(=O)c1ccc(NC(=O)CN(C)S(=O)(=O)c2ccc3ccccc3c2)cc1
[5] N/C(=N\S(=O)(=O)c1ccc(Cl)cc1)Nc1nc2ccccc2o1
[6] CCOc1ccccc1N1CCN(Cn2c(NCCO)nc3ccccc32)CC1

compound no.	1	2	3	4	5	6
GPR151 ag	0.5	1.0	1.4	0.3	-0.9	0.7
FBW7 activator	-0.1	-0.1	-0.1	0.1	0.1	0.0
MITF inh	9	-26	10	3	10	10
TEAD-YAP block	-19	-1	-1	14	0	3

[7] CCCC1=NN2C(=N)/C(=C/c3ccc(OCCOc4cccc(OC)c4)c(OC)c3)C(=O)N=C2S1
[8] CC(Oc1ccc(Br)cc1)C(=O)NCc1ccco1 (configuration not stated)
[9] Cc1cc(C=C(C#N)C#N)c(C)n1-c1ccccc1
[10] CC/C=C\C[C@H](O)/C=C/[C@H]1OC(O)C[C@H](O)[C@@H]1C/C=C\CCCC(=O)O (some centres not stated)
[11] CCOC(=O)c1ccc(NC(=O)c2cn(CCC#N)nc2-c2ccc(F)cc2)cc1
[12] Cc1c(Cl)c([N+](=O)[O-])nn1CC(=O)N1CCN(Cc2ccccc2)CC1

compound no.	7	8	9	10	11	12
GPR151 ag	0.2	-0.6	-0.7	1.0	-0.3	-0.7
FBW7 activator	-0.1	0.6	-0.2	x	0.1	0.0
MITF inh	-11	13	3	-6	2	-3
TEAD-YAP block	-7	7	-16	x	1	-1

[13] Cc1sc(-n2cccc2CNCc2cccs2)c(C(=O)O)c1C
[14] CCCCn1c(C)c(C)n2c3c(=O)n(C)c(=O)n(C)c3nc12
[15] O=C1CCCC(O)=C1C=Nc1cccc2ccccc12
[16] O=[N+]([O-])c1ccc(/C=N/NS(=O)(=O)c2ccccc2)s1
[17] COc1ccc(S(=O)(=O)N2CCN(Cc3cc(OC)ccc3OC)CC2)cc1
[18] COc1ccc(NC(=O)C2C3NC(=S)N(c4ccc(C)cc4)C2(C)Oc2ccc(OC)cc23)cc1 (configuration not stated)

compound no.	13	14	15	16	17	18
GPR151 ag	-0.2	-0.3	0.4	0.7	-0.2	-0.4
FBW7 activator	-0.1	-0.3	-0.2	0.0	-0.1	-0.8
MITF inh	5	1	3	-6	5	16
TEAD-YAP block	1	-3	-10	-3	1	-5

[19] CCc1cc2c(=O)c(-c3ccc4c(c3)OCO4)c(C)oc2cc1OC(C)=O
[20] O=C(CNc1ccc(I)cc1)N/N=C/c1cccc([N+](=O)[O-])c1
[21] O=C(Nc1ccc(Cl)cc1)c1cc(S(=O)(=O)NC2CCCC2)ccc1F
[22] O=c1[nH]c(CN2CCN(c3cccc(Cl)c3)CC2)nc2ccccc12
[23] CC(=O)Nc1ccc(C(=O)CN2C(=O)C(=O)N(Cc3ccco3)C2=O)cc1
[24] O=C(COC(=O)COc1ccccc1[N+](=O)[O-])Nc1ncc(C(F)(F)F)cc1Cl

compound no.	19	20	21	22	23	24
GPR151 ag	0.2	0.2	-2.2	-0.6	-0.3	-1.7
FBW7 activator	0.5	-0.1	0.0	0.5	0.0	0.2
MITF inh	1	6	14	16	9	-1
TEAD-YAP block	-11	1	2	12	-6	9

[25] COc1ccc(C(=O)NCC(=O)OCCOc2ccc(Cl)cc2)cc1OC
[26] CN(C)/C=C1/C(=O)N(c2ccccc2)C(=O)c2ccccc21
[27] Cc1cc(C)c2c3c(sc2n1)C1(CCOCC1)C(C#N)=C(N)O3
[28] Cn1c(=NC(=O)Cc2ccccc2)sc2cc(S(C)(=O)=O)ccc21
[29] CC(=O)NNc1cc(N2CCOCC2)nc(N2CCOCC2)n1
[30] CCCCNC(=O)CSc1nc2ccccc2c(=O)n1CCCN(CC)c1ccccc1

compound no.	25	26	27	28	29	30
GPR151 ag	-1.1	2.3	1.6	2.8	0.4	-0.1
FBW7 activator	0.2	0.0	0.2	0.1	-0.3	-0.5
MITF inh	-39	7	20	12	-2	5
TEAD-YAP block	4	12	0	6	-8	-7

[31] CCOC(=O)c1cc(-c2ccc(C)o2)n[nH]1
[32] COC(=O)COc1ccc(S(=O)(=O)Nc2cccc(Br)c2)cc1Cl
[33] CCn1c(COc2ccc(Cl)cc2Cl)nc2ccccc21
[34] COc1ccc(NC(=O)c2ccc(Br)o2)c(OC)c1
[35] CC(=O)NC1=NN(C(C)=O)C(C)(c2ccc([N+](=O)[O-])o2)S1 (configuration not stated)
[36] Cc1sc2c3ccccc3ccc2[n+]1CCC(=O)O

compound no.	31	32	33	34	35	36
GPR151 ag	1.4	0.2	-1.0	0.9	-0.6	0.4
FBW7 activator	0.0	0.0	0.0	0.1	-0.1	0.2
MITF inh	0	2	0	-2	7	16
TEAD-YAP block	-3	-6	-38	-20	0	5

# Compound profiles, as listed above. Screens in order: GPR151 ag	FBW7 activator	MITF inh	TEAD-YAP block
# `Cc1sc2c3ccccc3ccc2[n+]1CCC(=O)O` is listed as 0.4	0.2	16	5
# `CCn1c(COc2ccc(Cl)cc2Cl)nc2ccccc21` is listed as -1.0	0.0	0	-38
# `COc1ccc(NC(=O)c2ccc(Br)o2)c(OC)c1` is listed as 0.9	0.1	-2	-20
# `CC(=O)NC1=NN(C(C)=O)C(C)(c2ccc([N+](=O)[O-])o2)S1` (configuration not stated) is listed as -0.6	-0.1	7	0
# `COC(=O)COc1ccc(S(=O)(=O)Nc2cccc(Br)c2)cc1Cl` is listed as 0.2	0.0	2	-6

# The results go on:
[37] O=C(O)c1ccccc1NS(=O)(=O)c1cccc2ccccc12
[38] O=C(CNc1ccc2ccccc2c1)N/N=C/c1cc([N+](=O)[O-])ccc1O
[39] O=C(NC(NCC12CC3CC(CC(C3)C1)C2)(C(F)(F)F)C(F)(F)F)c1ccc(Cl)cc1Cl
[40] CSc1ncccc1C(=O)Nc1ccc(C)c(Cl)c1
[41] COc1ccccc1N1CCN(C(=O)c2cc(-c3ccc(Cl)cc3)nc3ccccc23)CC1
[42] CN(Cc1ccc2ccccc2n1)C(=O)CC1C(=O)NCCN1CC(C)(C)C (configuration not stated)

compound no.	37	38	39	40	41	42
GPR151 ag	3.1	-0.7	0.6	-0.2	1.3	0.3
FBW7 activator	-0.1	0.1	0.4	0.2	0.0	0.0
MITF inh	14	0	4	3	-4	3
TEAD-YAP block	8	13	2	-8	20	-8

[43] CCCNC(=O)C1COc2ccccc2O1 (configuration not stated)
[44] O=C(CCNC(=O)Cn1cnc2sc3c(c2c1=O)CCCC3)NCC1COc2ccccc2O1 (configuration not stated)
[45] OC(COc1cccc(OCC(O)CN2CCCC2)c1)CN1CCCC1 (configuration not stated)
[46] O=C(COC(=O)c1c2ccccc2cc2ccccc12)NCC1CCCO1 (configuration not stated)
[47] CCS(=O)(=O)N1CCN(c2ccc(S(=O)(=O)N3CCOCC3)cc2)CC1
[48] CCOCCCNC(=O)CNC(=S)N(Cc1ccc(C)cc1)Cc1ccco1

compound no.	43	44	45	46	47	48
GPR151 ag	2.0	-0.1	-0.9	1.0	-0.4	-1.4
FBW7 activator	0.6	-0.2	0.2	0.2	-0.2	-0.1
MITF inh	-2	2	3	-1	-2	-3
TEAD-YAP block	5	6	2	-22	-1	-7

[49] Cn1c(=O)c2c(ncn2CCCC(=N)N2CCCCC2)n(C)c1=O
[50] CCCCCn1c(CN2CCCCC2CC)nc2c1c(=O)n(C)c(=O)n2C (configuration not stated)
[51] CCOC(CNC(=O)Cn1c(=O)oc2cc(Cl)ccc21)OCC
[52] O=C(Cc1ccc(-c2ccccc2)cc1)NCc1nc(-c2cccnc2)n[nH]1
[53] OC1(c2ccccc2)C2CC3CC(C2)CC1C3 (configuration not stated)
[54] O=C(N1CCC(CO)(Cc2ccc(Cl)cc2)CC1)C1(N2CCCC2)CCCC1

compound no.	49	50	51	52	53	54
GPR151 ag	-0.8	-1.0	1.2	-0.8	1.3	-2.1
FBW7 activator	0.0	0.7	0.0	-0.3	0.0	0.0
MITF inh	1	8	9	-2	1	-17
TEAD-YAP block	-11	7	3	4	-3	0

# Copied from above, entries 49 to 52
[49] Cn1c(=O)c2c(ncn2CCCC(=N)N2CCCCC2)n(C)c1=O
[50] CCCCCn1c(CN2CCCCC2CC)nc2c1c(=O)n(C)c(=O)n2C (configuration not stated)
[51] CCOC(CNC(=O)Cn1c(=O)oc2cc(Cl)ccc21)OCC
[52] O=C(Cc1ccc(-c2ccccc2)cc1)NCc1nc(-c2cccnc2)n[nH]1

compound no.	49	50	51	52
GPR151 ag	-0.8	-1.0	1.2	-0.8
FBW7 activator	0.0	0.7	0.0	-0.3
MITF inh	1	8	9	-2
TEAD-YAP block	-11	7	3	4

# (list continues)
[55] CC(O)CNc1nc2c(c(=O)n(C)c(=O)n2C)n1Cc1cccc(F)c1 (configuration not stated)
[56] COc1ccc(-c2cccc3c2OC(CNC(=O)C2CCCN(c4ccccn4)C2)C3)nn1 (configuration not stated)
[57] CC(C)c1ccc(OCC(=O)NCc2ccccc2)cc1
[58] Cc1nn(-c2ccccc2)c(C)c1/C=N/n1c(C)nnc1C
[59] COc1ccc(CCNS(=O)(=O)c2cc(C(=O)Nc3cccc(C)c3)ccc2F)cc1OC
[60] CC(C)c1ccc(/C=C/C(=O)NC2CC2)cc1

compound no.	55	56	57	58	59	60
GPR151 ag	-0.6	-0.2	0.0	0.9	-2.8	1.8
FBW7 activator	-0.1	-0.3	0.0	-0.2	0.1	0.0
MITF inh	-4	-3	-3	1	-6	11
TEAD-YAP block	8	8	0	-3	-15	-48

[61] COCCCNS(=O)(=O)c1ccc2c(c1)CCN2C(=O)C1CC1
[62] C[C@H](O)CNc1ncccc1C(=O)Nc1ccc2[nH]ncc2c1
[63] Nc1cc(C2CCNCC2)nc2cc(-c3cccc(F)c3)nn12
[64] COc1ccc(N(C(=O)c2cccc([N+](=O)[O-])c2)S(=O)(=O)c2cccs2)cc1
[65] CC(=O)c1ccc(N2C(=O)c3ccc(C(=O)Oc4ccc([N+](=O)[O-])cc4)cc3C2=O)cc1
[66] COc1ccc2c(c1)c(C(=O)N1CCN(c3ccccc3C)CC1)c(C)n2-c1ccccc1

compound no.	61	62	63	64	65	66
GPR151 ag	-0.3	-0.3	1.7	-1.7	-1.6	0.9
FBW7 activator	-0.1	0.2	0.1	0.3	1.6	0.3
MITF inh	-12	8	1	12	9	7
TEAD-YAP block	-3	-3	-16	3	2	4

[67] CCNc1nc(NCCN2CCOCC2)c2ncn(C(C)C)c2n1
[68] CN(CC1COCCO1)c1nc2nonc2nc1NCc1cccs1 (configuration not stated)
[69] Cc1ccc(NC(=O)Cn2nc(C(=O)N3CCN(C)CC3)cc2-c2cccs2)cc1F
[70] Cc1ccc2c(c1)-c1c(cnn1CC(=O)N1CCOCC1)CO2
[71] Cc1ccc(NC(=O)CN2C(=O)c3ccc([N+](=O)[O-])cc3C2=O)cc1
[72] CCN(CC)c1nc(NCc2ccccc2)nc(Oc2ccccc2)n1

compound no.	67	68	69	70	71	72
GPR151 ag	-0.5	0.8	0.6	1.4	0.2	1.6
FBW7 activator	0.0	-0.1	-0.1	-0.2	-0.1	-0.1
MITF inh	7	9	4	4	-6	0
TEAD-YAP block	-4	-3	19	4	-11	8

# Brought forward from above: 2 compounds, then new ones.
[71] Cc1ccc(NC(=O)CN2C(=O)c3ccc([N+](=O)[O-])cc3C2=O)cc1
[72] CCN(CC)c1nc(NCc2ccccc2)nc(Oc2ccccc2)n1
[73] CSc1nc(NNC(=O)CCC(=O)O)c2c3c(sc2n1)COC(C)(C)C3
[74] COc1cccc(C(=O)Nc2nc(CSCc3ccc(F)cc3)cs2)c1OC
[75] O=S(=O)(Nc1ccc(S(=O)(=O)NC2CCCCC2)cc1)c1ccc2ccccc2c1
[76] O=S(=O)(NCc1ccccc1)c1ccc2c(c1)OCCO2
[77] O=C1/C(=C/c2cn[nH]c2-c2ccccc2)SC(=Nc2ccccc2)N1c1ccccc1
[78] N#Cc1c(-c2ccccc2F)cc(-c2cccnc2)nc1N
[79] Cc1nn2c(=O)/c(=C\c3ccccn3)sc2nc1=O
[80] CCOC(=O)c1cc(-c2cc(OC)ccc2OC)nc2c1c(=O)[nH]c(=O)n2CC(C)C

compound no.	71	72	73	74	75	76	77	78	79	80
GPR151 ag	0.2	1.6	-0.4	3.2	-0.7	-0.7	1.0	1.7	0.8	-0.3
FBW7 activator	-0.1	-0.1	-0.1	-0.1	0.3	0.2	0.2	0.0	-0.1	-0.1
MITF inh	-6	0	6	-6	7	11	-4	-5	70*	5
TEAD-YAP block	-11	8	-1	-3	-3	-4	9	4	-2	-5

# High-throughput results deposited in PubChem by The Scripps Research Institute Molecular Screening Center.
